Assay outcomes deposited in PubChem BioAssay by National Center for Advancing Translational Sciences (NCATS).
N370S GC – inhibitors or activators of N370S glucocerebrosidase for Gaucher disease. N370S GC spleen homogenate, 4MU-glucoside fluorescence. AID 2101. 0.092% of 330,000 active. Potency, µM (doses to about 59.4 µM), for inactives: top-dose activity change, negative = inhibition, usual class: inhibitors;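 also: 0% = full enzyme activity and -100% = no enzyme basal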
TDP1 inh – blocks human tyrosyl-DNA phosphodiesterase 1; recombinant TDP1, AlphaScreen DNA substrate cleavage; Potency, µM (titrated, usually from 130 µM), for the others: at the top dose activity change, negative = inhibition, most hits filed as inhibitors; 0.28% of 350,000 active; AID 485290; also: nearly all actives have a fitted effect of over 40% in size
Target sequence (Q9NUW8 whole entry, looked up): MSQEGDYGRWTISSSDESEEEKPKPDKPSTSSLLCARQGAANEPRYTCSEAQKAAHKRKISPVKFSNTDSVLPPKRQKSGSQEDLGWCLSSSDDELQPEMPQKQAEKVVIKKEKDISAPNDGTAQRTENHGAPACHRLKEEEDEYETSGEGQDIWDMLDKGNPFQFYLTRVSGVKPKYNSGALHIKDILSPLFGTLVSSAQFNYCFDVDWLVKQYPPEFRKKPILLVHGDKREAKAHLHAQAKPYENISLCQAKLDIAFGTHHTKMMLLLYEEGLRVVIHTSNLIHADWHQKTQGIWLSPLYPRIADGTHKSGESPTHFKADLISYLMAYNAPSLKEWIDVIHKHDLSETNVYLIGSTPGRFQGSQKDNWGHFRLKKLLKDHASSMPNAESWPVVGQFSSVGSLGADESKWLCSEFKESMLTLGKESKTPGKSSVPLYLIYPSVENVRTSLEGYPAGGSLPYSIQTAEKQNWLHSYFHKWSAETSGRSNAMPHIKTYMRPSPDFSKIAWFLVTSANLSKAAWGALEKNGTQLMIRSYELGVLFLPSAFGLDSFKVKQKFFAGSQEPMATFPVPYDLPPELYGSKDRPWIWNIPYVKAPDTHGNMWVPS
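E. coli-derived human Tdp1, 1 nM final. Cpd preinc 15 min RT; substrate 15 nM final, 5 min RT; AS bead mix 10 ug/ml final, 10 min RT. Signal loss = tyrosine-FITC cleavage. No-enzyme wells = max signal.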
DT40 TDP1 no CPT – qHTS for Inhibitors of human tyrosyl-DNA phosphodiesterase 1 (TDP1): qHTS in cells in absence of CPT | DT40 Tdp1-/- hTDP1 cells, no CPT, ATP luminescence, 48 h | Potency, µM (series often up to 46.2 µM), inactives show at the highest dose activity change, negative = growth inhibition, actives largely listed as inhibitors | 15% of 420,000 active | AID 686978, 2013; also: nearly all actives have a fitted effect of over 55% in size
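Luminescent ATP content (CellTiter-Glo) served as the growth readout. Knockout chicken DT40 cells expressing human TDP1 were exposed to compounds without camptothecin for a minimum 48 hr at 37 °C.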
Numbers without * were called inactive; ? = inconclusive; . = not tested or not shown; & = joins results of further samples; ! = repeats disagree; [ ] = remark or other dose. Calls follow the shape of the dose curve; as a rule, active = well fitted curve in the direction sought with a large enough effect; inconclusive = small, poorly fitted or top-dose-only effect, or another doubt; inactive = no such curve, though single readings can be large; an effect the other way counts as inactive or inconclusive. Unless noted, % is scaled to controls: 0 for no effect and ±100 for the full control effect; potency is read from the fitted curve at half-maximal effect. Not all compounds are listed; rates above refer to the full screens.

SMILES	N370S GC	TDP1 inh	DT40 TDP1 no CPT
OC[C@H]1O[C@@H](n2cnc3c(NC4CCCCC4)ncnc32)[C@H](O)[C@@H]1O	-3%&-6%	21%[56.1 µM]	19%
NC1=NC(=O)/C(=C/c2ccc(Br)cc2)S1	1%	.	-3%
O=C(O)CCc1nc(-c2ccccc2)no1	2%	2%	-16%
CC(C)CC(=O)Nc1nnc(S(=O)(=O)N(C)c2ccc(Cl)cc2)s1	4%	5%	0.33µM*!
Cc1cc(N(C)/N=C/c2ccccc2)nc(-c2ccccc2O)n1	3%	0%	?
CCCCc1nnc(NC(=O)CS(=O)(=O)Cc2ccccc2)s1	1%	4%	-16%
COc1ccccc1N1CCN(C2CCC(C)CC2)CC1 (stereo not drawn)	-15%	4%	8%
Cc1ccc(NC(=O)Cn2nc(C(F)(F)F)c3c2CCCC3)cc1C	.	3%	-22%

SMILES	N370S GC	TDP1 inh	DT40 TDP1 no CPT
COc1ccc(Cn2cc(S(=O)(=O)c3ccc(Cl)cc3)c(=O)c3cc4c(cc32)OCO4)cc1	.	9%	-15%
COC(=O)C(C(=O)OC)=C(/C=C/N(C)C)N(C)C	0%	2%	4%
Cc1ccc(C(=O)/C=C2\NCCNC2=O)cc1	9%	-1%	-10%
COc1ccc(NC(=O)c2nnn(Cc3ccc(SC)cc3)c2N)c(OC)c1	2%	2%	-14%
Clc1ccccc1Sc1ccc(-c2ccccn2)s1	5%	-9%	-4%
CCN1C(=O)CC(NCc2ccc(S(N)(=O)=O)cc2)C1=O (stereo not drawn)	1%	4%	16%
O=C(NN/C(=N/S(=O)(=O)c1ccc(Cl)cc1)c1ccccc1)c1ccc(O)cc1	-6%	4%	-1%
CCc1ccc(/C=C2\SC(=S)N(CCC(=O)Nc3cc(C)on3)C2=O)cc1	-4%	-8%	?

SMILES	N370S GC	TDP1 inh	DT40 TDP1 no CPT
Cc1ccc(/C=c2\s/c(=C(/C#N)C(=O)N3CCCC3)n(Cc3ccco3)c2=O)s1	7%	-2%	?
COc1ccc(S(=O)(=O)N(C)C[C@H]2Oc3c(cccc3N(C)C)C(=O)N([C@H](C)CO)C[C@@H]2C)cc1	.	0%	?
S=C(NCCc1ccccc1)Nc1nccs1	-19%	0%	15µM*
O=C(NC(=S)Nc1ccc(Br)cc1F)C1CCCCC1	.	1%	-23%
Cc1onc(-c2ccccc2Cl)c1C(=O)NCc1ccc(F)cc1	-8%	5%	?
Cc1c(C(=O)Nc2cc(F)ccc2F)sc2nc(-c3ccc(F)cc3)cn12	.	1%	?
COC(=O)c1sccc1S(=O)(=O)N(CC(=O)Nc1cc(F)ccc1F)c1ccc(C)c(C)c1	.	3%	13µM*
COc1ccc(C)cc1NC(=O)CO/N=C(\N)CC(=O)Nc1ccccc1OC	.	2%	-23%

SMILES	N370S GC	TDP1 inh	DT40 TDP1 no CPT
COc1cc2c(cc1OC)C1(Nc3c-2c(Cc2ccccc2)nn3-c2ccccc2)C(=O)Nc2ccccc21 (stereo not drawn)	2%	-2%	23µM*
CN(C)CCCC1(O)c2ccccc2CCc2ccccc21	-2%	0%	-29%
OCCC1CN(Cc2cccn2-c2cccnc2)CCN1Cc1ccc(F)cc1 (stereo not drawn)	-2%	5%	?
COc1ccc(-c2csc(N(CCc3ccc(OC)c(OC)c3)C(=O)COc3ccccc3)n2)cc1	6%	0%	16µM*
COc1cccc(NC(=O)c2c(C(=O)Nc3ccccc3)sc3nc(C)cc(=O)n23)c1	.	0%	-2%
CN(C)CCNC(=O)Cn1ccc2cc(S(=O)(=O)N3CCCCC3)ccc21	0%	0%	22%
CC(Oc1ccc(C(C)(C)C)cc1)c1ccnc2nc(/N=C/N(C)C)nn12 (stereo not drawn)	9%	3%	?
CC(C)C(c1nnnn1Cc1ccco1)N1CCC(C(N)=O)CC1 (stereo not drawn)	0%	-5%	12%

SMILES	N370S GC	TDP1 inh	DT40 TDP1 no CPT
Cc1c(NC(=O)Oc2ccccc2)sc(=S)n1C	7%	4%	?
Cc1c(C)c2ccc(OC(C)C(=O)NCCc3c[nH]c4ccccc34)cc2oc1=O (stereo not drawn)	1%	.	?
O=C(NCc1ccc2c(c1)OCO2)c1cccc(F)c1	3%	1%	-26%
O=C(Cn1c(SCC(=O)N2CCCc3ccccc32)nc2ccccc21)N1CCCC1	4%	2%	-7%
CC(CN1CCOCC1)OC(=O)CCc1ccccc1 (stereo not drawn)	4%	6%	14%
COc1ccc2oc(=O)cc(CN3CCN(C(=O)c4ccccc4)CC3)c2c1	.	2%	?
O=C(c1cc2c(ccc3ccccc32)oc1=O)N1CCCC1	?	13%	-3%
CCCCN(CCO)c1ncnc2sc(-c3ccccc3)cc12	-1%	.	16µM*

SMILES	N370S GC	TDP1 inh	DT40 TDP1 no CPT
CCOc1ccc(C2c3[nH]c4ccccc4c3C[C@H]3C(=O)N(C4CCN(Cc5ccccc5)CC4)CC(=O)N23)cc1OC (stereo partly drawn)	-12%	.	?
CCOC(=O)c1cc(-c2ccc(F)cc2)n(CCC(=O)NC2CCN(Cc3ccccc3)CC2)c1C	-16%	4%	15µM*
COCC1CCCCN1C(=O)c1cccc(OC2CCN(C(=O)C3CC3)CC2)c1 (stereo not drawn)	-4%	6%	-23%
Cn1cc(Cl)c(C(=O)OCC(=O)Nc2cccc(Cl)c2)n1	14%	0%	-14%
Cc1ccc(C)c(NC(=O)c2ccc3nccnc3c2)c1	1%	.	-25%
COc1ccc(Nc2cc(C)nc3ccc(OC)cc23)cc1	-29%	.	?
COc1ccc(NC(=O)CSc2nnc(C3CC3)n2C)cc1S(=O)(=O)N1CCOCC1	.	-13%	0%
COc1cc(OC)c2c(-c3ccccc3)cc(=O)oc2c1	17%	7%	-14%

Ordered by formula weight (low to high): part of the list above.
SMILES	N370S GC	TDP1 inh	DT40 TDP1 no CPT
NC1=NC(=O)/C(=C/c2ccc(Br)cc2)S1	1%	.	-3%
CN(C)CCCC1(O)c2ccccc2CCc2ccccc21	-2%	0%	-29%
COc1ccc(NC(=O)c2nnn(Cc3ccc(SC)cc3)c2N)c(OC)c1	2%	2%	-14%

Later entries
SMILES	N370S GC	TDP1 inh	DT40 TDP1 no CPT
O=C(COC(=O)CCc1nc2ccccc2c(=O)[nH]1)NCc1ccc(F)cc1	-1%	.	-2%
CC(=O)c1cccc(CN2CCN(Cc3ccc(F)cc3)C(CCO)C2)c1 (stereo not drawn)	-5%	7%	?
COc1ccc(CC(=O)N2CCN=C2SCc2cccc([N+](=O)[O-])c2)cc1	1%	-2%	?
COc1ccccc1NC(=O)Nc1c(C)n(C)n(-c2ccccc2)c1=O	5%	-1%	0%
COc1ccccc1CC(=O)Nc1ccc(O)cc1C(=O)O	4%	1%	-2%
NS(=O)(=O)c1ccc(CNC(=O)c2ccccn2)cc1	8%	6%	23%
O=C(CSc1ccccc1C(=O)O)NC1CCCCCCC1	9%	-1%	0%
CCC(C)[C@H](NC(=O)N1CCn2c1nc1ccccc12)C(=O)NCc1ccccc1 (stereo partly drawn)	-4%	4%	?

Some entries already given with just DT40 TDP1 no CPT.
| canonical_smiles | DT40 TDP1 no CPT |
| --- | --- |
| NS(=O)(=O)c1ccc(CNC(=O)c2ccccn2)cc1 | 23% |
| CC(=O)c1cccc(CN2CCN(Cc3ccc(F)cc3)C(CCO)C2)c1 (stereo not drawn) | ? |
| COc1ccccc1CC(=O)Nc1ccc(O)cc1C(=O)O | -2% |
| O=C(COC(=O)CCc1nc2ccccc2c(=O)[nH]1)NCc1ccc(F)cc1 | -2% |

The listing continues:
SMILES	N370S GC	TDP1 inh	DT40 TDP1 no CPT
COc1ccccc1NC(=O)COC(=O)CCc1ccc(S(=O)(=O)N2CCOCC2)cc1	.	-1%[56.1 µM]	21%
CCn1c(=O)cc(OCC(=O)Nc2cc(OC)c(OC)c(OC)c2)c2ccccc21	.	0%	?
N=c1n(CCN2CCCCC2)c2ccccc2n1CC(=O)c1ccc(Cl)c(Cl)c1	-25%	.	?
Cc1noc(C)c1C(=O)OCC(=O)N1CCc2ccccc21	.	-2%	-5%
C/C=C/c1ccc(OCCCN2C(=O)NC(C)(C)C2=O)c(OC)c1	6%	1%	-25%
Cc1[nH]c2ccccc2c1/C=N/NC(=O)c1ccc(N)cc1	-7%	.	6%
CC(=O)Nc1ccc(C2(c3ccc(NC(C)=O)cc3)NC(=O)c3ccccc32)cc1	-10%	4%	0%
O=C(Nc1cc(S(=O)(=O)N2CCOCC2)ccc1N1CCCC1)C1COc2ccccc2O1 (stereo not drawn)	22%	.	-17%

SMILES	N370S GC	TDP1 inh	DT40 TDP1 no CPT
COc1ccc(-c2cc(C(F)(F)F)nc(SCc3cccc(C(=O)O)c3)n2)cc1	12%	0%	-9%
COC(=O)COc1ccc2c(=O)c(Oc3ccccc3)c(C)oc2c1	15%	0%	-7%
CCc1ccc(C2=NNC(=Nc3c(C)n(C)n(-c4ccccc4)c3=O)SC2)cc1	-17%	1%	-29%
Cc1cc(S(=O)(=O)NCc2ccco2)c(C)cc1Cl	-20%	5%	?
CCOC(=O)c1cnn(-c2cc(C)nc3c(-c4ccccc4)c(C)nn23)c1N	0%	7%	?
COc1ccc(C)cc1NS(=O)(=O)c1cn(C)c(=O)n(C)c1=O	5%	2%	-8%
CCCC(=O)Nc1ccc(N2CCN(C(=O)c3cccs3)CC2)cc1	5%	0%	-12%
CCCCOc1ccccc1NC(=O)CSc1nnnn1C(C)(C)C	-4%	-1%	-18%

SMILES	N370S GC	TDP1 inh	DT40 TDP1 no CPT
N/C(=N\OC(=O)CCCC(=O)O)c1ncc(C(F)(F)F)cc1Cl	8%	0%	-2%
COc1ccc(CNC(=O)C(=O)NC2CCC(C)CC2)cc1 (stereo not drawn)	-1%	-5%	4%
NCCc1nnc(SCC(=O)Nc2ccc(Br)cc2)o1	?	2%	1%
COc1ccc(C2C(C#N)=C(N)Oc3c2oc(CO)cc3=O)c(OC)c1OC (stereo not drawn)	4%	3%	6%
COC(=O)CCCNC(=O)c1ccc2oc(CCCc3ccccc3)nc2c1	0%	.	-11%
CCC1CN(C)C2Cc3c([nH]c4ccccc34)C(=O)CC1C2C(=O)OC (stereo not drawn)	-29%	.	-38%
COc1ccc(S(=O)(=O)Nc2nc3c(s2)CCCC3)cc1	-1%	6%	-24%
CC1(c2ccc(OCC#N)cc2)C=C(c2ccc(OCC#N)cc2)n2nc(C(F)(F)F)nc2N1 (stereo not drawn)	14%	6%	?

SMILES	N370S GC	TDP1 inh	DT40 TDP1 no CPT
COc1cc(NC(=O)c2cccc([N+](=O)[O-])c2C)ccc1NC(=O)c1ccco1	-7%	0%	-3%
CC(C)c1ccc(C(C)NCCS(=O)(=O)c2ccc(Cl)cc2)cc1 (stereo not drawn)	?	4%	12µM*
COC(=O)c1c(-c2cc(OC)c(OC)c(OC)c2)c2ccc(OCc3ccccn3)cc2c(=O)n1-c1ccc(N)cc1	-20%	13%[56.1 µM]	.
Cc1c(NS(=O)(=O)c2cc(C(=O)OCC(=O)N3CCC(C)CC3)ccc2Cl)c(=O)n(-c2ccccc2)n1C	3%	-2%	-3%
O=C(O)c1cccc(-n2cccc2/C=C2\NC(=O)N(Cc3ccc(F)cc3)C2=O)c1	-3%	?	?
CN1c2ccsc2C(O)=C(C(=S)Nc2ccc(F)c(Cl)c2)S1(=O)=O	.	-5%	?
Cc1ccc(S(=O)(=O)N2CCCCC2)cc1C(=O)NCC1CCCO1 (stereo not drawn)	0%	4%	8%
O=S(=O)(Nc1cccc2ccccc12)c1ccccc1	-1%	1%&-4%	-19%

SMILES	N370S GC	TDP1 inh	DT40 TDP1 no CPT
COC(=O)CSc1nc(C)cc(N2CCOCC2)n1	-11%	1%	17%
CNC(=S)N1N=C(c2ccc(Br)cc2)CC1c1ccc(N(C)C)cc1 (stereo not drawn)	-1%	8%	?
CCOCCCn1c(SCC(=O)Nc2ccccc2OC)nc2c(oc3ccccc32)c1=O	.	-2%	26µM*
COc1ccc(C(=O)OC(C)C(=O)NCC2CCCCC2)cc1S(=O)(=O)N1CCOCC1 (stereo not drawn)	.	1%	17%
CNC(=O)N(O)C1N(/N=C/c2c(F)cccc2Cl)C(=S)SC1(C)C (stereo not drawn)	-19%	.	9%
CN(C(=O)c1cccc(Nc2ccc(-c3ccc4c(c3)OCCO4)nn2)c1)C1CCCCC1	20%	0%	23µM*
CSc1nc2n(n1)C(c1cccs1)C1=C(CCCC1=O)N2 (stereo not drawn)	26%	.	-4%
CC(=NCC1CCCO1)c1c(O)[nH]c(=O)[nH]c1=O (stereo not drawn)	-8%	5%	-21%
CCOC(=O)C1CCCN(C(=O)CSc2ccccc2)C1 (stereo not drawn)	-2%	0%	-4%
COC(=O)C1=C[C@@H](C(=O)OC)[C@@H]2C3=C(C(=O)[C@@]2(C)NC(=O)c2ccccc2)[C@H](C)[C@@H]2C(=O)N(c4ccccc4)C(=O)[C@@H]2[C@@H]3C1	1%	13%	.
